# NS5 inhibitors: flavivirus cap methylation enzyme inhibition – biochemical, confirmation dose response, primary screen (AID 588689) | Dengue-2 NS5 methyltransferase capping enzyme assay, biochemical; higher % means a stronger effect | one-dose inhibition, % at 25 µM; IC50 in µM for titrated hits | 340,000 compounds, 0.3% hits; in the data active = a potency from the dose series
# KOR beta-arrestin-1: KOR agonists, beta-arrestin recruitment, primary screen, cell-based, luminescence, uHTS (AID 1777); KOR beta-arrestin recruitment, luminescence; higher % means a stronger effect; activation, % at 10 µM, or EC50 in µM where a hit was titrated; 280,000 compounds, 0.02% hits; in the data active = activation above about 50%, passing the limit was not always enough; also: a part of the inactive calls stands beside numbers as strong as those of hits
# GPR55 activation: GPR55 agonists via beta-arrestin recruitment, primary screen, imaging, U2OS cells, beta-arrestin-GFP redistribution (AID 1961). 290,000 compounds, 0.048% hits. U2OS GPR55 beta-arrestin-GFP redistribution imaging; higher % means a stronger effect. activation, % at 10 µM, or EC50 in µM where a hit was titrated;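 active = activation above 40% with more than 50 cells counted in the well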;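 also: U2OS osteosarcoma cells stably expressing GPR55 and beta-arrestin-GFP; plate controls were DMSO negative control for no effect and LPI positive control for full effect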
# West Nile virus CPE: West Nile virus antiviral activity, cell-based, CPE readout (AID 1621). West Nile virus-infected cells, CPE inhibition; higher % means a stronger effect. CPE inhibition, % at 10 µM, or IC50 in µM where a hit was titrated. 290,000 compounds, 0.02% hits; in the data active = a potency from the dose series; also: strong numbers were not always called active
# KOR beta-arrestin-2: KOR antagonists, beta-arrestin recruitment, cell-based, luminescence, uHTS (AID 1778); KOR beta-arrestin recruitment, luminescence, antagonist mode; higher % means a stronger effect; one-dose inhibition, % at 10 µM; IC50 in µM for titrated hits; 290,000 compounds, 0.091% hits; in the data active = inhibition above about 50%; also: strong numbers were not always called active
# GPR55 antagonists: inhibition of LPI-stimulated GPR55 beta-arrestin translocation – imaging, U2OS, beta-arrestin-GFP, LPI agonist, primary screen (AID 2013); inhibition, % at 10 µM, or IC50 in µM where a hit was titrated; U2OS GPR55 beta-arrestin-GFP translocation imaging, LPI antagonism; higher % means a stronger effect; 290,000 compounds, 0.13% hits;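 active = spots per cell inhibited over 60%, with over 100 cells counted and total cytoplasm intensity under 500,000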;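 also: U2OS cells stably carrying GPR55 and arrestin-GFP stimulated by 5 µM LPI near EC80; imaged beta-arrestin-GFP aggregate spots per cell after agonist stimulation; plate controls were LPI-stimulated DMSO wells for no effect and DMSO wells without LPI for full effect; some results filed as inactive read as strong as hits; confirmed hits need IC50 under 10 µM and bright autofluorescent wells are also inconclusive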
# NOD1 NF-kB reporter: NOD1 signaling inhibitors, primary screen, cell-based, luminescence, uHTS (AID 1578); 290,000 compounds, 1% hits; NOD1-driven NF-kB luciferase reporter cells, luminescence; higher % means a stronger effect; inhibition, % at 4 µM, or EC50 in µM where a hit was titrated; in the data active = inhibition mostly above about 36%, no sharp cut-off; inactive = mostly below about 34%;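 also: HEK-293T reporter cells stimulated with the NOD1 agonist gamma-tri-DAP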
# HIV fusion peptide: inhibitors of HIV fusion peptide binding, primary screen, biochemical, uHTS, fluorescence dequenching (AID 1986) | cell-free peptide binding, fluorescence dequenching, 30 min; higher % means a stronger effect | 290,000 compounds, 0.3% hits | inhibition, % at 20 µM; hits with a dose series show IC50 in µM; in the data active = inhibition mostly above about 52%, no sharp cut-off; inactive = mostly below about 76%; also: some results filed as inactive read as strong as hits
# GPR35 arrestin U2OS: inhibition of zaprinast-stimulated GPR35 beta-arrestin translocation – imaging, U2OS, beta-arrestin-GFP, zaprinast agonist, primary screen (AID 2058); U2OS GPR35 beta-arrestin-GFP translocation imaging, zaprinast antagonism; higher % means a stronger effect; inhibition, % at 10 µM; hits with a dose series show IC50 in µM; 290,000 compounds, 0.052% hits;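 active = inhibition of at least 50% with at least 30 cells and total cytoplasm GFP at most 10,000,000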
# NS5 inhibitors pilot replicate: further read-out of NS5 inhibitors, marked with its call; inhibition, %; measured here: pilot screen replicate inhibition
# Starred values were filed as active, the others as inactive; x = no result given; [ ] = remark or other dose. Some of the compounds tested; count on the stated rates, not on these rows.
# Sample of the layout (seven entries):
SMILES,NS5 inhibitors,KOR beta-arrestin-1,GPR55 activation,West Nile virus CPE,KOR beta-arrestin-2,GPR55 antagonists,NOD1 NF-kB reporter,HIV fusion peptide,GPR35 arrestin U2OS,others
Cc1nc2ccccn2c1/C(O)=C1\C(=O)C(=O)N(CCN2CCOCC2)C1c1cccnc1 (centres undefined),7%,-1.5%,0.1%,0.2%,11%,14%,6%,4.3%,1%,
S=C(N/N=C1\C2CN3CCN(C2)CC1(c1ccccc1)C3)Nc1ccccc1,-7%,4.6%,-0.1%,-1.2%,13%,10%,-7%,-0.4%,0%,
Cc1csc(C(=O)O)c1-c1c(C)csc1C(=O)O,-2%,13%,-0.2%,0.7%,x,11%,-19%,2.5%,-11%,
COc1ccc(C(=O)C[n+]2ccccc2C)cc1,-1%,-3.6%,1.0%,0.1%,20%,5%,10%,-2.4%,11%,
O=C(CNS(=O)(=O)c1ccccc1)Nc1ccc2c(c1)OCO2,x,-3.9%,0.6%,-0.4%,22%,0%,-27%,-2.5%,-18%,
COc1ccc(S(=O)(=O)CCC(=O)N2CCN(c3ccc(C(C)=O)cc3)CC2)cc1,-11%,-3.2%,-0.1%,-0.3%,6%,5%,-27%,-0.7%,2%,
CCOC(=O)NC(=O)/C(C#N)=C/c1ccc(N(C)C)cc1,x,-2.4%,0.0%,0.1%,37%,10%,-7%,18%,8%,

# The listing, repeating the preview:
SMILES,NS5 inhibitors,KOR beta-arrestin-1,GPR55 activation,West Nile virus CPE,KOR beta-arrestin-2,GPR55 antagonists,NOD1 NF-kB reporter,HIV fusion peptide,GPR35 arrestin U2OS,others
Cc1nc2ccccn2c1/C(O)=C1\C(=O)C(=O)N(CCN2CCOCC2)C1c1cccnc1 (centres undefined),7%,-1.5%,0.1%,0.2%,11%,14%,6%,4.3%,1%,
S=C(N/N=C1\C2CN3CCN(C2)CC1(c1ccccc1)C3)Nc1ccccc1,-7%,4.6%,-0.1%,-1.2%,13%,10%,-7%,-0.4%,0%,
Cc1csc(C(=O)O)c1-c1c(C)csc1C(=O)O,-2%,13%,-0.2%,0.7%,x,11%,-19%,2.5%,-11%,
COc1ccc(C(=O)C[n+]2ccccc2C)cc1,-1%,-3.6%,1.0%,0.1%,20%,5%,10%,-2.4%,11%,
O=C(CNS(=O)(=O)c1ccccc1)Nc1ccc2c(c1)OCO2,x,-3.9%,0.6%,-0.4%,22%,0%,-27%,-2.5%,-18%,
COc1ccc(S(=O)(=O)CCC(=O)N2CCN(c3ccc(C(C)=O)cc3)CC2)cc1,-11%,-3.2%,-0.1%,-0.3%,6%,5%,-27%,-0.7%,2%,
CCOC(=O)NC(=O)/C(C#N)=C/c1ccc(N(C)C)cc1,x,-2.4%,0.0%,0.1%,37%,10%,-7%,18%,8%,
O=C(CNc1n[nH]c(=O)[nH]c1=O)N/N=C/c1cccnc1,0%,-0.4%,1.2%,1.3%,-11%,6%,-2%,2.1%,0%,
CCOCCc1nnc(NC(=O)C2CCN(C(=O)c3ccco3)CC2)s1,-4%,1.5%,0.4%,-0.5%,2%,2%,5%,0.9%,12%,
CCCCCCC(C)OC(=O)Nc1cccc2ccccc12 (centres undefined),-4%,1.7%,-0.1%,-0.2%,0%,16%,-8%,1.4%,15%,
O=C(CSc1ccc(-c2cccnc2)nn1)Nc1ccccc1C(F)(F)F,-2%,5.4%,-0.1%,-0.1%,-10%,4%,-13%,0.6%,-18%,
C=CCc1ccccc1OCC(O)CN1C(=O)c2ccccc2C1=O (centres undefined),x,4.0%,0.0%,0.1%,-1%,13%,-9%,-0.4%,-7%,
O=C(Nc1ccc(F)cc1)c1ccc(S(=O)(=O)N2CCCC2)cc1,-5%,2.2%,-0.1%,-0.1%,1%,1%,-39%,-0.3%,-11%,
CC(C(=O)Nc1cc([N+](=O)[O-])ccc1Cl)N1CCN(c2ccccc2O)CC1 (centres undefined),4%,7.4%,-0.3%,0.6%,-3%,10%,-32%,4.7%,-6%,
Cc1ccccc1OCC(=O)NCCC(=O)O,0%,5.0%,-0.2%,1.3%,20%,7%,10%,-2.3%,3%,
O=C(Nc1cc(Cl)cc(Cl)c1)C1CCC(=O)N1Cc1ccccc1Cl (centres undefined),-10%,0.0%,-0.4%,-0.6%,-18%,4%,14%,-1.6%,9%,NS5 inhibitors pilot replicate=3.3
COc1ccccc1CC(=O)Nc1ccc(-c2noc(COc3cccc(C)c3C)n2)cc1,-1%,6.1%,0.2%,0.0%,12%,-1%,-27%,2.8%,8%,
S=c1nc(C2CC2)n(-c2ccccc2)[nH]1,-22%,-0.4%,-0.1%,1.2%,16%,13%,-2%,-1.9%,6%,
O=C(Cc1ccccc1)Nc1ccc(CN2CCOCC2)cc1,-8%,4.3%,0.4%,-0.3%,-53%,-6%,-30%,0.6%,4%,
C/C(=N\NC(=O)Cn1nnc2ccccc21)c1ccco1,-10%,x,-0.1%,0.6%,-24%[20 µM],11%,-27%,-1.7%,2%,
C=CCn1cccc(C(=O)Nc2ccc(C)cc2)c1=O,-1%,2.1%,-0.1%,-0.5%,-4%,5%,-7%,0.4%,2%,

# Bioassay records as filed in PubChem.
